C diff HTS = inhibitors of Clostridium difficile growth; Clostridium difficile clinical isolate growth, OD600, 24 h; hits give low values; growth activity, negative = inhibition, % at 16 µg/mL (by protocol); 86,000 compounds, 0.25% hits; AID 1259249;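 active means mean growth activity at or below -80% and every replicate also at or below -80%; inconclusive means mean at or below -80% but some replicate above -80%; inactive means mean growth activity above -80%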;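 further: 0% = DMSO wells and -100% = levofloxacin 16 µg/mL wells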
Pf Dd2 growth = inhibitors of Plasmodium falciparum Dd2 growth; activity change, % at 10 µM; 94,000 compounds, 2.3% hits; P. falciparum Dd2 growth, SYBR Green, 72 h; hits give low values; AID 1159554; in the data active means activity change below about -80%; inconclusive means no clear call, values can overlap the other calls
GASC1 inh = KDM4C (human) demethylase inhibition. Q9H3R0. GST-KDM4C 2-372, H3K9me3 peptide, LANCE TR-FRET. inhibition, % at 12.5 µM. 96,000 compounds, 0.15% hits. AID 720574;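 active means mean replicate inhibition above about 25%, with at least 55% of replicates also reaching it, limit read from the data, passing the limit was not always enough; inconclusive means only one of those two conditions met; inactive means neither condition met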
Target sequence (Q9H3R0 2-372 limits assumed): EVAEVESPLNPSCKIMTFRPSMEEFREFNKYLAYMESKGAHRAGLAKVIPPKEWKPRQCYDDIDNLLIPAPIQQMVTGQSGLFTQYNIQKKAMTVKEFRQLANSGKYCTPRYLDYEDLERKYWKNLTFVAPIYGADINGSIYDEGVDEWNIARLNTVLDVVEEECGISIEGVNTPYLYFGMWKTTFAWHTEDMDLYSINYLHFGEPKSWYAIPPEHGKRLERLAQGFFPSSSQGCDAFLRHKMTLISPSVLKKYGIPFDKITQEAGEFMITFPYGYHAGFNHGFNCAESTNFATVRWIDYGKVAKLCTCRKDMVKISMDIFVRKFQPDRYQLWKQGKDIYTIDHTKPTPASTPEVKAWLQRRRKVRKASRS
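reagent = H3K9me3 peptide substrate, Fe(II), 2-oxoglutarate | system = GST-tagged GASC-1 (JMJD2C) catalytic fragment, aa 2-372 | amount = enzyme final amount 10 nM | read-out = Fall in 671/618 emission ratio as inhibition | medium = HEPES buffer, pH 7.5, plus ascorbate | schedule = 30 min reaction, 60 min detection, RT | measured by = LANCE TR-FRET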
Tcruzi prolif = T. cruzi proliferation inhibition | T. cruzi beta-gal in NIH3T3, GalScreen luminescence, 90 h | AID 624255 | 77,000 compounds, 5.9% hits | inhibition, % at 8.34 µM;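 active means mean inhibition above about 93%, with at least 55% of replicates each passing it, limit read from the data, passing the limit was not always enough; inconclusive means only one of those two conditions holds; inactive means neither condition holds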
The depositor's hits bear a star; ? = inconclusive; . = not tested or not shown; & = joins results of further samples.

Value order: Pf Dd2 growth | Tcruzi prolif | GASC1 inh | C diff HTS
- C[C@@H]1CN([C@H](C)CO)C(=O)c2cccc(N(C)C)c2O[C@H]1CN(C)C(=O)Nc1ccc(C(F)(F)F)cc1
 : -35 | 26 | . | 1
- CCCNC(=O)C[C@@H]1CC[C@@H]2[C@@H](COc3ccc(NC(=O)c4cccc(F)c4)cc3C(=O)N2C)O1
 : 10 | -16 | -1.6 | 11
- C[C@@H]1CN([C@H](C)CO)C(=O)c2cccc(NS(C)(=O)=O)c2O[C@H]1CN(C)C
 : 15 | 19 | 2.1 | -3
- CC(C)C#Cc1ccc([C@@H]2[C@@H](C#N)N(C(=O)C3CCC3)[C@H]2CO)cc1
 : -6 | ? | -1.6 | -15
- O=C(C[C@@H]1CC[C@H]2[C@@H](COC[C@@H](O)CN2C(=O)c2ccc(F)cc2)O1)NCCCN1CCOCC1
 : 9 | -89 | 0.1 | .
- Cc1cccc(S(=O)(=O)N[C@H]2CC[C@H](CCNC(=O)Nc3cc(F)ccc3F)O[C@H]2CO)c1
 : 8 | 36 | 2.0 | 1
- CC(C)NC(=O)N(C)C[C@H]1Oc2c(NC(=O)c3nc4ccccc4s3)cccc2C(=O)N([C@@H](C)CO)C[C@@H]1C
 : -34 | 27 | -1.3 | -1
- C[C@H](CO)N1C[C@H](C)[C@@H](CN(C)Cc2ccc(Oc3ccccc3)cc2)Oc2ccc(NS(=O)(=O)c3cn(C)cn3)cc2CC1=O
 : -90* | -74 | -0.1 | -2
- C[C@H]1CN([C@@H](C)CO)C(=O)Cc2cc(NC(=O)NC3CCCCC3)ccc2O[C@H]1CN(C)Cc1ccncc1
 : -3 | 13 | -0.5 | -2
- O=C(Nc1ccc2c(c1)[C@H]1C[C@H](CC(=O)N3CCOCC3)O[C@@H](CO)[C@H]1O2)C1CCC1
 : -1 | 0 | -1.9 | 0
- COc1ccccc1NC(=O)N[C@H]1CC[C@@H](CCNC(=O)c2ccc3c(c2)OCO3)O[C@H]1CO
 : -6 | -45 | 0.5 | .
- Cn1cnc(S(=O)(=O)N2CCCCN3[C@H](CO)[C@H](c4ccc(C5=CCCC5)cc4)[C@@H]3C2)c1
 : -15 | -20 | . | -7
- O=C(C1CCC1)N1C[C@H]2[C@@H](c3ccccc31)[C@@H](CO)N2C(=O)c1ccccc1
 : 9 | 22 | 2.9 | -4
- CO[C@H]1CN(C)C(=O)c2ccc(NC(=O)Nc3ccc(Cl)cc3)cc2OC[C@@H](C)NC[C@@H]1C
 : . | -71 | 0.9 | .
- O=C([C@H]1[C@H](CO)[C@H]2Cn3c(cccc3=O)[C@@H]1N2CCC(F)(F)F)N1CCCCC1
 : 24 | -12 | -0.5 | -3
- O=C(Nc1ccccc1F)N1C[C@@H]2[C@H](c3ccccc31)[C@H](CO)N2C(=O)C1CC1
 : 1 | -16 | -0.8 | -1
- CC(=O)N(C[C@@H]1N[C@@H](CO)[C@H]1c1ccc(-c2ccc(F)cc2)cc1)C(C)C
 : -19 | 21 | 0.3 | -7
- Cc1noc(C)c1NC(=O)N(C)C[C@H]1Oc2c(cccc2N(C)C)C(=O)N([C@H](C)CO)C[C@@H]1C
 : 3 | 52 | 1.0 | 1
- COc1ccc(-c2cnc3c(c2)C(=O)N([C@H](C)CO)C[C@H](C)[C@@H](CN(C)Cc2ccccc2)O3)cc1
 : -30 | -11 | 0.3 | 6
- C[C@@H]1CN([C@@H](C)CO)S(=O)(=O)c2ccc(C#Cc3ccccc3)cc2O[C@@H]1CN(C)CC1CC1
 : -71 | 57 | -1.6 | -3
- OC[C@@H]1[C@@H](c2ccc(-c3ccc(F)cc3)cc2)[C@@H]2CN(Cc3cccnc3)CCCCN12
 : -2 | 93 | -0.5 | -4
- COc1ccc(NC(=O)N(C)C[C@@H]2Oc3ccc(NS(=O)(=O)c4ccccc4)cc3CC(=O)N([C@H](C)CO)C[C@H]2C)cc1
 : 40 | 26 | 0.4 | -2
- C[C@H]1CN([C@@H](C)CO)C(=O)c2cc(N(C)C)ccc2O[C@H]1CN(C)CC1CCCCC1
 : 15 | 4 | 9.2 | 3
- COCC(=O)N(C)C[C@H]1Oc2ncc(Br)cc2C(=O)N([C@@H](C)CO)C[C@H]1C
 : 54&29 | -25 | -0.4 | -2&2
- CCCC#Cc1cnc2c(c1)C(=O)N([C@H](C)CO)C[C@@H](C)[C@@H](CN(C)Cc1ccc(F)cc1)O2
 : -26 | 62 | -4.0 | 6
- Cc1noc(C)c1S(=O)(=O)Nc1ccc2c(c1)CC(=O)N([C@@H](C)CO)C[C@H](C)[C@H](CN(C)C(=O)Nc1ccccc1)O2
 : 10 | -25 | -2.0 | 5
- CCC(=O)N1CC2(C1)[C@@H](c1ccc(-c3cccc(OC)c3)cc1)[C@@H](CO)N2C(C)=O
 : -90* | . | 2.6 | -4
- Cc1ccc(S(=O)(=O)Nc2ccc3c(c2)C(=O)N([C@H](C)CO)C[C@H](C)[C@@H](CN(C)C(=O)Nc2ccccc2)OCCCC[C@H](C)O3)cc1
 : -61 | -24 | 0.6 | .
- CO[C@H]1CC[C@H]2CCOc3c(C#N)cccc3C(=O)N(C)CC3(CCCCC3)CC(=O)N(C)C[C@H]1O2
 : 17 | 24 | -1.1 | .
- O=C(Cc1ccccc1)N1CC(=O)N2[C@@H](CO)[C@@H](c3ccc(C#CCc4ccccc4)cc3)[C@@H]2C1
 : -14 | . | 2.3 | 2
- CN1CCN(C(=O)C[C@H]2CC[C@@H]3[C@H](COc4ccc(NC(=O)c5ccc(F)c(F)c5)cc4C(=O)N3C)O2)CC1
 : -18 | 13 | 1.3 | 0
- COCC(=O)N(C)C[C@H]1Oc2ncc(C3=CCCC3)cc2C(=O)N([C@@H](C)CO)C[C@H]1C
 : 16 | . | 1.0 | -1
- COCCNC(=O)C[C@H]1CC[C@H]2[C@H](COc3ccc(NC(=O)C4CCOCC4)cc3C(=O)N2C)O1
 : 10 | 17 | -0.7 | -4
- C[C@@H]1CCCCO[C@@H](CN(C)C(=O)Nc2ccc3c(c2)OCO3)[C@H](C)CN([C@H](C)CO)C(=O)c2cc(NS(=O)(=O)c3cccs3)ccc2O1
 : -29 | 46 | -2.4 | 9
- CCC(=O)Nc1ccc2c(c1)C(=O)N(C)C[C@@H](OC)[C@H](C)CN(Cc1ccccc1OC)[C@H](C)CO2
 : . | 24 | 1.8 | 1
- C[C@@H]1CN([C@@H](C)CO)C(=O)c2cc(NC(=O)Cn3cnnn3)ccc2O[C@H]1CN(C)S(=O)(=O)c1cn(C)cn1
 : 23 | 82 | 1.4 | .
- CC(C)NC(=O)N1[C@@H]2c3cccc(=O)n3C[C@@H]2[C@@H](CO)[C@@H]1C(=O)N1CCC(Cc2ccccc2)CC1
 : . | -15 | -0.3 | -2
- Cc1noc(C)c1NC(=O)Nc1ccc2c(c1)CC(=O)N([C@@H](C)CO)C[C@@H](C)[C@H](CN(C)C(=O)Nc1ccc3c(c1)OCO3)O2
 : 11 | 16 | 0.5 | 8
- COc1ccc(CN(C)C[C@@H]2OCCCC[C@H](C)Oc3ccc(NC(=O)c4ccncc4)cc3C(=O)N([C@H](C)CO)C[C@@H]2C)cc1
 : -21 | -27 | 1.3 | 6
- N#C[C@@H]1[C@@H](c2ccccc2)[C@H](CO)N1C(=O)CN1CCOCC1
 : 23 | 64 | -1.1 | -18

In another format: four of the compounds above
mol	Pf Dd2 growth	Tcruzi prolif	GASC1 inh	C diff HTS
CCCC#Cc1cnc2c(c1)C(=O)N([C@H](C)CO)C[C@@H](C)[C@@H](CN(C)Cc1ccc(F)cc1)O2	-26	62	-4.0	6
Cc1noc(C)c1S(=O)(=O)Nc1ccc2c(c1)CC(=O)N([C@@H](C)CO)C[C@H](C)[C@H](CN(C)C(=O)Nc1ccccc1)O2	10	-25	-2.0	5
CCC(=O)N1CC2(C1)[C@@H](c1ccc(-c3cccc(OC)c3)cc1)[C@@H](CO)N2C(C)=O	-90*	.	2.6	-4
Cc1ccc(S(=O)(=O)Nc2ccc3c(c2)C(=O)N([C@H](C)CO)C[C@H](C)[C@@H](CN(C)C(=O)Nc2ccccc2)OCCCC[C@H](C)O3)cc1	-61	-24	0.6	.

(listing goes on)
Value order: Pf Dd2 growth | Tcruzi prolif | GASC1 inh | C diff HTS
- COc1cccc(-c2ccc([C@@H]3[C@@H](CO)N4C(=O)CN(C(=O)c5cccnc5)C[C@@H]34)cc2)c1
 : -33 | . | -0.5 | 12
- CCCN(C)C[C@H]1OCCCC[C@@H](C)Oc2ccc(NC(=O)Nc3ccc(F)cc3)cc2C(=O)N([C@@H](C)CO)C[C@H]1C
 : -92* | 63 | -1.5 | 8
- CN(C)C(=O)c1ccc(-c2ccc([C@H]3[C@@H](CO)N4CCCCN(C(=O)C5CCCC5)C[C@@H]34)cc2)cc1
 : 15 | ? | . | -7
- CN1C(=O)c2cc(NC(=O)C3CCOCC3)ccc2OC[C@H]2O[C@H](CC(=O)NC3CCCC3)CC[C@@H]21
 : 4 | 60 | -1.1 | 3
- CC(=O)N1CC2(C1)[C@H](c1ccccc1)[C@H](CO)N2C(=O)Cc1ccccc1
 : 11 | . | -0.3 | 1
- C/C=C/c1ccc2c(c1)O[C@@H](CN(C)C(=O)Cc1ccncc1)[C@H](C)CN([C@H](C)CO)S2(=O)=O
 : -84* | 17 | -1.1 | 1
- C[C@H](CO)N1C[C@H](C)[C@@H](CN(C)Cc2cccc(C(=O)O)c2)OCc2cnnn2CCCC1=O
 : -15 | -41 | . | .
- C[C@H]1CN([C@@H](C)CO)C(=O)c2cc(N(C)C)ccc2O[C@H]1CN(C)S(C)(=O)=O
 : 3 | 20 | 13 | 0
- C[C@@H]1CCCCO[C@@H](CN(C)Cc2ccc3c(c2)OCO3)[C@@H](C)CN([C@@H](C)CO)C(=O)c2cc(NS(=O)(=O)c3ccc(Cl)cc3)ccc2O1
 : -23&-20 | 93&-85 | -1.3 | .
- C[C@H](CO)N1C[C@H](C)[C@H](CN(C)C(=O)Nc2ccc(F)cc2)Oc2c(NS(=O)(=O)c3cccs3)cccc2C1=O
 : 4 | 18 | 1.9 | -7
- CN1CCN(C(=O)C[C@@H]2C[C@H]3c4cc(NC(=O)Nc5ccccc5)ccc4O[C@H]3[C@H](CO)O2)CC1
 : -12 | -39 | -1.0 | 0
- C[C@@H]1CN([C@H](C)CO)C(=O)c2cc(NC(=O)Nc3ccc(C(F)(F)F)cc3)ccc2O[C@@H]1CN(C)CC1CC1
 : -3 | -37 | -1.7 | 19
- O=C(NC1CCCC1)N[C@@H]1C=C[C@@H](CC(=O)N2CCOCC2)O[C@@H]1CO
 : 10 | . | 0.7 | -4
- COCC(=O)N(C)C[C@H]1Oc2ncc(C#CC3(O)CCCC3)cc2C(=O)N([C@@H](C)CO)C[C@H]1C
 : 14 | 30 | 31* | 2
- O=C(NCc1ccccc1)[C@H]1[C@H](CO)[C@H]2Cn3c(cccc3=O)[C@@H]1N2C(=O)c1cnccn1
 : 22 | . | -0.7 | -2
- Cc1ccc(-c2ccc3c(c2)O[C@H](CN(C)C(=O)CC2CC2)[C@@H](C)CN([C@H](C)CO)S3(=O)=O)cc1
 : -28 | . | 15 | 3
- CCCN1[C@H](C(=O)N[C@@H](C)c2ccccc2)[C@@H](CO)[C@@H]2Cn3c(cccc3=O)[C@@H]21
 : -3 | . | 38* | -3
- CN(C)CC(=O)N1CCCCN2[C@@H](CO)[C@@H](c3ccc(-c4cncnc4)cc3)[C@@H]2C1
 : 47 | 9 | 1.5 | -3
- Cc1ccc(-c2ccc([C@H]3[C@@H](CO)N4C(=O)CN(C(=O)c5cccnc5)C[C@H]34)cc2)cc1
 : -30 | . | -0.7 | -23
- CCC(=O)N(C)C[C@H]1Oc2cc(-c3ccccc3)ccc2S(=O)(=O)N([C@H](C)CO)C[C@@H]1C
 : -14 | 73 | 1.4 | -5
- CCCNC(=O)N(C)C[C@H]1Oc2ncc(-c3ccncc3)cc2C(=O)N([C@H](C)CO)C[C@@H]1C
 : 23 | -16 | 6.0 | -2
- CO[C@H]1CN(C)C(=O)c2cc(NS(=O)(=O)c3ccccc3F)ccc2OC[C@H](C)NC[C@@H]1C
 : 14 | 5 | -1.4 | .
- CCCN1C[C@H](C)[C@@H](OC)CN(C)C(=O)c2cc(NC(=O)c3ccno3)ccc2OC[C@@H]1C
 : -40 | 40 | -1.7 | 0
- CN(C)C(=O)C[C@H]1CC[C@@H](NC(=O)C2CCC2)[C@@H](CO)O1
 : 3 | 15 | -1.5 | -3
- C[C@H](CO)N1C[C@H](C)[C@@H](CN(C)C)Oc2cc(C#CC3CC3)ccc2S1(=O)=O
 : 15 | -38 | 2.9 | -7
- O=C(C1CCCC1)N1CC(=O)N2[C@H](CO)[C@@H](c3ccc(-c4ccccc4F)cc3)[C@@H]2C1
 : -8 | . | -1.1 | -3

Profiles, quoted from the list:
CCCN1C[C@H](C)[C@@H](OC)CN(C)C(=O)c2cc(NC(=O)c3ccno3)ccc2OC[C@@H]1C across the screens: Pf Dd2 growth = -40; Tcruzi prolif = 40; GASC1 inh = -1.7; C diff HTS = 0
CO[C@H]1CN(C)C(=O)c2cc(NS(=O)(=O)c3ccccc3F)ccc2OC[C@H](C)NC[C@@H]1C across the screens: Pf Dd2 growth = 14; Tcruzi prolif = 5; GASC1 inh = -1.4; C diff HTS = .
